# MRP-1 activ – activates MRP-1. H69AR cells + doxorubicin, viability rescue, CellTiter-Glo. 140,000 compounds, 0.61% hits. AID 799. viability increase, % at 10 µM;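 active = viability gain under doxorubicin at or above a set limit, the compound median plus 3 SD, cut at about 4.7% in these data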;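 also: MRP-1 overexpressing cells given doxorubicin 25 µM after compound pretreatment; 18-22 h compound pretreatment then 72 h with doxorubicin before readout; 0% = doxorubicin-only wells and 100% = vehicle-treated cells without doxorubicin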
# GALR2 blocker – blocks the human galanin receptor 2 | GALR2-expressing cells, antagonist mode | inhibition, % at 4 µM | 140,000 compounds, 0.39% hits | AID 828; in the data active = inhibition above about 27%;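 also: cells stimulated with galanin 1-16 at roughly its EC80; 0% = agonist challenge control and 100% = basal control without agonist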
# Target sequence (O43603 whole entry, looked up): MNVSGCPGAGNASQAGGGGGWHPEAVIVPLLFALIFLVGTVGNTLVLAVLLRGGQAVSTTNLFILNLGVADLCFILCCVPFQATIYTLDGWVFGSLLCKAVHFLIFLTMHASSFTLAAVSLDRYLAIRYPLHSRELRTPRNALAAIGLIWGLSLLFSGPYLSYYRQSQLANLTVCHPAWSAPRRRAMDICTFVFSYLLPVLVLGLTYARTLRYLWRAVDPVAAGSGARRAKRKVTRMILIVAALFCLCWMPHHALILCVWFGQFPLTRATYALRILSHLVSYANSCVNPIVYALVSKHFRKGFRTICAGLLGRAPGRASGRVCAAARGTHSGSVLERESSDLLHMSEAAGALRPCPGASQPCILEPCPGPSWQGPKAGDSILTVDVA
# Measles CPE – protection of cells from measles virus | AID 841 | Measles virus-infected cells, CPE protection, absorbance | protection (pct of control), % at 4 µM | 140,000 compounds, 1.5% hits; in the data active = protection mostly above about 24%, no sharp cut-off; inactive = mostly below about 26%; also: some compounds called inactive have numbers as strong as hits
# BB579 growth dn – chemicals that inhibit yeast BB579 growth in restrictive medium (lifespan-shortening candidates). S. cerevisiae BB579 growth, OD615, 48 h. 140,000 compounds, 0.51% hits. inhibition, % at 10 µM;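 active = inhibition above a set limit, 3 SD over the mean compound inhibition, cut at about 44% in these data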; also: inactives centre near -24
#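 Test system: S. cerevisiae DeaD strain BB579 yeast; Medium: restrictive CSMM-D medium; Compound: one dose, 10 µM compound with 0.25% DMSO; Incubation: 4 h cell preincubation, 48 h compound exposure, 30 °C humidified; Signal: OD at 615 nm; Benchmarks: amphotericin B at 10 µg/mL as positive control.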
# Phagocytosis inh – inhibitors of macrophage phagocytosis; 110,000 compounds, 0.07% hits; inhibition, % at 5 µM; J774A.1 macrophage IgG-bead phagocytosis, imaging;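 active = inhibition above the mean of the plate negative controls plus 5 SD, cut at about 13% in these data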;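 also: phagocytic index as fraction of beads internalized from green versus red external bead signal; plate controls were DMSO negative control for no effect and cytochalasin-D positive control for full effect; some results beyond the cut were filed as inactive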
# NPY-Y2 antag – NPY-Y2 (human) receptor antagonism; P49146; 140,000 compounds, 0.99% hits; NPY-Y2 expressing cells, antagonist mode; AID 793; inhibition, % at 2.7 µM; in the data active = inhibition above about 17%;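 also: 0% = vehicle with agonist challenge and 100% = reference antagonist with challenge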
# Target sequence (P49146 whole entry, looked up): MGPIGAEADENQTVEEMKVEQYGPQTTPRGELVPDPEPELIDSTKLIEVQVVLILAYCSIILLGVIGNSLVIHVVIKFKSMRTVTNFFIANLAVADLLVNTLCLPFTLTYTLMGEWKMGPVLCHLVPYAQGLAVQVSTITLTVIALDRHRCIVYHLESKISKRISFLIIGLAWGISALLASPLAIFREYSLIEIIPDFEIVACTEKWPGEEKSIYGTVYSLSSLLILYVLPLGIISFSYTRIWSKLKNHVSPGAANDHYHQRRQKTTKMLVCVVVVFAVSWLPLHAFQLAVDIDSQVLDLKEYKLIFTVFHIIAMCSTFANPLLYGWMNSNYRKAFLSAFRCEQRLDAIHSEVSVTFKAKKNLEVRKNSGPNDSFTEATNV
# HCT116 bCat-KO – beta-catenin-lacking colon tumor cell growth suppression; HCT116 beta-catenin knockout viability, CellTiter-Glo, 60 h; stronger effect = lower value; viability, % at 10 µM; 140,000 compounds, 1.5% hits;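 active = viability at or under a set limit, the compound median less 4 SD, cut at about 6% in these data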;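 also: 0% = Hyamine 1622 control at 20 µM and 100% = untreated cell control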
# Yeast life ext – extends the lifespan of yeast; S. cerevisiae growth with nicotinamide, OD615; deaD strain in restrictive glucose medium; inhibition of the nicotinamide effect, % at 10 µM; 130,000 compounds, 0.68% hits;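 active = inhibition above a set limit, placed 3 SD over the median of all compounds, cut at about 26% in these data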;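 also: 0% = nicotinamide-treated wells and 100% = cells grown without nicotinamide; some compounds called inactive have numbers as strong as hits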
#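 Assay system: engineered S. cerevisiae DeaD replicative-lifespan strain, galactose-grown log-phase cells; medium: restrictive CSMM-D dextrose medium; also added: nicotinamide, 1.5 mM, co-present with compound; schedule: 48 h compound exposure at 30 °C, humidified; detection: absorbance at 615 nm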
# PTEN del growth – suppresses growth of cells with PTEN deletion. viability, % at 10 µM. HCT116 PTEN-null viability, CellTiter-Glo, 60 h; stronger effect = lower value. AID 827. 140,000 compounds, 1.2% hits;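 active = viability at or below a set limit, 4 SD under the median of all tested compounds, cut at about 3.7% in these data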;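 also: PTEN knockout HCT116 line with beta catenin targeted HCT116 as companion control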
# E-sel TNF inh – blocks E-selectin expression induced by TNF alpha; HUVEC TNFa-induced E-selectin immunofluorescence, high content; AID 1246; inhibition, % at 2 µM; 120,000 compounds, 0.71% hits;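 active = inhibition above the batch mean plus 3 SD, and confirmed as a hit on visual image review, cut at about 43% in these data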;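 also: 0% = TNF-stimulated DMSO wells and 100% = unstimulated control wells; not every result past the cut was called active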
# The depositor's hits bear a star; . = no result given.
# Sequence of screens: NPY-Y2 antag	Measles CPE	Yeast life ext	Phagocytosis inh	GALR2 blocker	BB579 growth dn	PTEN del growth	HCT116 bCat-KO	MRP-1 activ	E-sel TNF inh
COC(=O)CCSc1cc([N+](=O)[O-])cc2c1c(C1OCCS1)nn2-c1ccccc1 (stereo unspecified)
    1	11	1	2	-5	-45	78	80	-3.0	8
CCOC(=O)CCc1c(C)c2ccc(OCC)c(C)c2oc1=O
    29*	6	-5	-1	7	-19	97	91	2.8	-3
CCOP(=O)(c1ccccc1)C(O)c1ccc(Br)cc1 (stereo unspecified)
    5	4	2	-9	-1	-37	84	91	-1.0	.
Cc1nnsc1C(=O)Nc1ccc(Cl)cc1
    4	4	.	.	-13	-24	88	77	-1.5	9
O=C(NC1CCCc2ccccc21)C1CCN(C(=O)c2sccc2-n2cccc2)CC1 (stereo unspecified)
    2	-1	-10	0	10	-6	88	91	-2.6	2
CCOC(=O)N1CCN(c2c(N3CC=C(c4ccccc4)CC3)c(=O)c2=O)CC1
    2	15	-8	0	1	-29	85	77	-2.2	.
N#Cc1ccc(OCC(=O)N/N=C2/CC(c3ccccc3)Oc3ccccc32)cc1 (stereo unspecified)
    7	6	0	-11	4	-23	61	55	-3.7	.
CC(C)N(Cc1nc(-c2ccccc2)no1)C(=O)c1ccc(Br)o1
    8	10	8	-3	12	-28	84	96	-2.2	4
Cc1cccc(-c2onc3ccc(C4(C)OCCO4)cc23)c1
    3	2	-12	1	-8	-72	84	71	0.2	-24
O=C(NCc1ccncc1)C1CCCN(S(=O)(=O)Cc2ccccc2)C1 (stereo unspecified)
    0	5	2	.	8	-4	94	88	-3.2	-15
O=C(CN1CCN(S(=O)(=O)c2ccc(Cl)cc2)CC1)NC(=O)NC1CCCCC1
    0	6	-9	0	12	-20	58	58	-0.5	.
COc1ccccc1Oc1nnnn1-c1ccc(C(N)=O)cc1
    0	2	-7	0	8	-25	77	71	-3.7	-6
Cc1cc(C)nc(NC(=O)COc2cc(Cl)cc(Cl)c2)n1
    6	4	-11	-1	-14	-66	109	95	1.2	-16
COc1ccc(CC(C)N2CCN(Cc3ccccc3)CC2)c(OC)c1 (stereo unspecified)
    9	7	-1	0	-7	-27	66	62	-2.4	-22
O=C(Nc1ccccc1)C1CC=CCC1C(=O)OCC1CCCO1 (stereo unspecified)
    0	15	17	-1	-8	-17	97	91	-0.3	-21
COc1cc(/C=N\Nc2ccc([N+](=O)[O-])cc2)ccc1OCC(=O)Nc1ccc(C)c(C)c1
    0	3	-6	.	4	-45	23	31	-6.1	-17
O=C(N/N=C/C=C/c1ccccc1[N+](=O)[O-])c1cc(-c2ccccc2)n[nH]1
    2	0	-2	.	13	-10	82	78	-1.2	.
COc1ccc(-c2ccnc3nc(Sc4ncc(C(F)(F)F)cc4Cl)nn23)cc1
    7	3	10	0	-3	-33	87	95	-3.5	-42
CCOc1ncccc1C(=O)OCC(=O)Nc1cccc(C(C)=O)c1
    2	2	-9	0	0	-20	117	98	0.6	0
Cc1nnsc1C(=O)Nc1ccc(Cl)cc1Cl
    6	3	-6	0	2	9	95	97	-2.9	-14
O=C(O)COc1ccccc1/C=C1\SC(=S)N(/N=C/c2ccccc2O)C1=O
    -3	3	0	-10	-5	-13	88	96	0.3	.
COc1cc(NC(=O)Cn2c(=O)n(-c3cccc(C)c3)c(=O)c3c(C)c(C)sc32)cc(OC)c1
    0	12	0	-3	2	-28	63	90	-2.4	.
CC(C)NC(=O)NC(=O)COC(=O)CCOc1ccccc1
    7	6	6	.	-5	-30	110	95	-1.2	-12
Cc1nc2cc(-c3ccccc3)nn2c(C)c1CCC(=O)N1CCN(c2ccccn2)CC1
    1	19	-17	0	5	0	80	65	1.1	-10
CCC(=O)NC(O)C(=O)c1ccc(C)cc1 (stereo unspecified)
    3	4	-6	-1	-6	-62	108	93	-0.5	19
CCC(OC(=O)c1nsc(Cl)c1Cl)C(=O)NCc1ccco1 (stereo unspecified)
    -1	20	-7	0	9	-9	90	104	0.6	8
Cc1ccc(C2=CSC3=NCCN23)c(C)c1
    5	5	-4	-1	-5	-68	76	81	-1.1	-2
CCCn1c(NCc2c[nH]c3ccccc23)nc2ccccc21
    9	3	17	-1	2	-31	55	60	-2.4	45
O=C1CC(c2ccccc2)CC(O)=C1C=NCC1CCCO1 (stereo unspecified)
    -1	12	0	-2	-10	-28	100	88	-0.7	-10
O=C(O)c1cccc(S(=O)(=O)NCC2CCCO2)c1 (stereo unspecified)
    -2	14	-12	-1	-2	-19	90	77	-1.5	-16
COc1ccc(-c2cc(C(F)(F)F)nc(SCC(N)=O)n2)cc1
    1	17	-11	0	-3	-35	83	77	-2.1	1
CCSc1ncc(C#N)c(=O)[nH]1
    0	12	-6	0	3	-51	111	96	-0.4	-14
CC(OC(=O)c1nn(C)c(=O)c2ccccc12)C(=O)NCc1ccc2c(c1)OCO2 (stereo unspecified)
    5	6	0	-1	-2	-65	106	91	-0.1	.
COc1ccc(/C=N/OCC(=O)N=Nc2c(O)[nH]c3ccc(Br)cc23)cc1OC
    4	17	-2	-6	8	-47	90	88	-1.2	.
CCN1CCN(c2ncc(C(=O)Nc3ccccc3C(=O)OC)c3ccccc23)CC1
    6	8	-6	-3	0	0	25	34	-5.2	-15
N#Cc1cn(CCCOc2ccccc2)c2ccccc12
    5	10	.	.	10	-36	89	74	-0.7	-6
O=C(Cn1nc(C(F)F)cc1C(F)F)NNC(=S)Nc1ccc(F)cc1
    4	13	-7	1	-21	-17	103	103	-0.1	5
CCOc1ccc(C(=O)NCC(=O)OCc2cc(C(C)=O)ccc2OC)cc1
    0	7	-6	9	8	4	98	100	1.3	.
COc1ccc(C(=O)Nc2nc(C)c(C)s2)cc1OC
    1	16	-11	-1	1	-42	114	97	-0.8	-3
Cc1ccc(C(=O)OCC(=O)c2c[nH]c3ccccc23)cc1
    0	13	0	-4	8	-23	65	86	-2.8	.
CCCn1c(N)c(C(=O)CSc2nnc(Cc3ccccc3)o2)c(=O)n(C)c1=O
    1	27	-6	.	13	-8	63	63	-4.1	15
O=c1[nH]c(CSc2ncc(-c3ccc(F)cc3)n2Cc2ccco2)nc2ccccc12
    8	12	-2	0	11	-17	65	71	-1.4	2
O=C(N/N=C/c1ccc2c(c1)OCO2)C1COc2ccccc2O1 (stereo unspecified)
    6	6	-12	0	-4	-15	71	81	-4.6	-17
CC(=O)OC(C)(C)C#CCN1CCCC1
    4	18	-4	2	-5	-28	101	102	-1.1	-1
CCOc1ccc(N(CC(=O)OC)S(=O)(=O)c2c(C)noc2C)cc1
    1	6	7	-1	1	24	98	105	0.3	0
O=C(c1cnccn1)N1CCN(c2ccccc2)CC1
    -1	10	-7	.	2	-49	104	103	-0.7	59*
COc1ccccc1N1CCN(C(=O)c2cc(-c3ccc(Br)cc3)on2)CC1
    2	4	-9	2	-2	-14	72	78	1.3	.
O=C(Nc1cc(S(=O)(=O)N2CCOCC2)ccc1O)c1ccco1
    3	3	-4	.	6	-50	89	103	-2.5	-33
Cc1ccc(CNc2ccc3c(c2)ncn3C)cc1
    3	10	-8	-1	7	-17	80	94	-0.2	1
NCCc1nnc(SCc2ccccc2)o1
    3	12	-2	0	7	-15	95	87	2.5	10

# Further results.
# Sequence of screens: NPY-Y2 antag	Measles CPE	Yeast life ext	Phagocytosis inh	GALR2 blocker	BB579 growth dn	PTEN del growth	HCT116 bCat-KO	MRP-1 activ	E-sel TNF inh
CC(=O)NCCOc1c(C)cc(S(N)(=O)=O)cc1C
    3	1	-2	-2	8	-7	103	97	-0.1	.
C#CCN1C(=O)S/C(=C/c2cc(C)n(CC)c2C)C1=O
    1	19	-4	-10	0	-36	98	95	1.9	.
COc1ccc(C2NC(=O)C(C)S2)cc1 (stereo unspecified)
    4	15	-2	.	-6	-28	96	101	-0.2	21
CCOc1ccc(N(CC)C(=O)CCNC(=O)Cn2ccc3ccccc3c2=O)cc1
    3	20	-5	-1	0	-14	100	91	-1.1	-42
Cc1cc(-n2c(C)cc(C(=O)CSc3nc4ccccc4c(=O)n3Cc3ccco3)c2C)no1
    0	3	-10	2	11	-53	96	95	0.1	-21
CCOc1ccccc1NC(=O)CCC(=O)Nc1ccc2nc(N3CCN(C)CC3)cc(C)c2c1
    2	6	-9	.	11	-26	95	97	-1.2	-18
O=C(CSc1nnnn1C1CC2CCC1C2)Nc1ccnc2ccccc12 (stereo unspecified)
    7	4	-12	-1	45*	-3	19	15	-4.6	-31
O=C(/C=C/c1cccs1)Nc1ccc(Br)cn1
    3	12	-7	1	-14	-6	11	13	-3.2	.
CCN(CC)CCN(Cc1cc2cc(C)ccc2[nH]c1=O)C(=S)NCc1ccco1
    6	11	7	-5	-9	-16	78	70	-4.0	.
O=C(N=Nc1c(O)n(Cc2ccccc2)c2ccccc12)c1cc2ccccc2cc1O
    4	7	-4	.	6	-46	1.5*	1.7*	-6.6	-6
O=C(/C=C/c1ccncc1)c1ccc(NC(=O)c2ccccc2F)cc1
    1	1	3	-4	15	-42	2.0*	1.2*	-5.4	15
COc1ccc(Cn2nnnc2C(c2cc3cc(C)cc(C)c3[nH]c2=O)N2CCOCC2)cc1 (stereo unspecified)
    2	4	0	.	4	-20	91	94	-4.6	11
COc1ccc(C(=O)N2CCC(C(=O)Nc3ccc(OC)c(OC)c3)CC2)cc1
    5	3	-10	3	-5	-6	90	91	-2.0	.
Cc1ccc(NC(=O)CSc2nnc(-c3ccncc3)n2N)cc1C
    3	13	4	2	17	-70	107	97	-1.2	.
O=C(NCCOc1ccccc1)c1n[nH]c(=O)c2ccccc12
    1	20	-10	.	5	-68	102	108	0.6	-15
COc1ccc(NC(=O)c2c(C(F)(F)F)nn(C)c2SCc2ccccc2Cl)cc1
    3	6	25	.	5	-64	69	73	-3.6	.
c1ccc(-c2nnc(CSc3nnc(-c4ccncc4)n3Cc3ccco3)o2)cc1
    -2	4	-6	-2	7	-6	94	101	-1.4	-45
O=C(CSc1nnc2ccccn12)c1ccccc1
    1	3	-18	1	11	20	106	108	-0.7	.
Cc1ccc(C)c(NC(=S)c2nc3ccccc3s2)c1
    1	2	-1	-5	11	-24	79	80	-2.8	.
O=C(COC(=O)COc1ccccc1Cc1ccccc1)Nc1cccnc1Cl
    2	27	-3	.	-8	-35	93	99	-2.6	.
N#Cc1c(-c2ccccc2)nc(N2CCCCCC2)[nH]c1=O
    3	18	3	1	-3	-54	93	95	-1.9	10

# Another view of 2 compounds above.
> CCN1CCN(c2ncc(C(=O)Nc3ccccc3C(=O)OC)c3ccccc23)CC1
  NPY-Y2 antag: 6; Measles CPE: 8; Yeast life ext: -6; Phagocytosis inh: -3; GALR2 blocker: 0; BB579 growth dn: 0; PTEN del growth: 25; HCT116 bCat-KO: 34; MRP-1 activ: -5.2; E-sel TNF inh: -15
> N#Cc1cn(CCCOc2ccccc2)c2ccccc12
  NPY-Y2 antag: 5; Measles CPE: 10; Yeast life ext: .; Phagocytosis inh: .; GALR2 blocker: 10; BB579 growth dn: -36; PTEN del growth: 89; HCT116 bCat-KO: 74; MRP-1 activ: -0.7; E-sel TNF inh: -6
